# influenza NS1A: H1N1 influenza NS1A inhibitors, functional cell based assay (AID 504329). NS1A functional cell-based assay, percent inhibition; higher % means a stronger effect. one-dose inhibition, % at 12.5 µM; IC50 in µM for titrated hits. 340,000 compounds, 0.3% hits; in the data active = a potency from the dose series; inconclusive = inhibition above about 27% without an active follow-up result; note: strong numbers were not always called active
# inhibitors of VEEV: inhibitors of VEEV TC-83 cytopathic effect, confirmation, Vero cells (AID 588727) | Vero cells, VEEV TC-83 cytopathic effect inhibition; higher % means a stronger effect | one-dose inhibition, % at 20 µM; IC50 in µM for titrated hits | 350,000 compounds, 0.13% hits; in the data active = a potency from the dose series; inconclusive = inhibition mostly from about 14% at the one dose, without a potency; inactive = the rest, 99 in 100 with inhibition below about 12%; note: strong numbers were not always called active
# M. tuberculosis: growth inhibition of non-replicating M. tuberculosis (AID 488890) | inhibition, % at 25 µM; hits with a dose series show IC50 in µM | 320,000 compounds, 0.39% hits | Mycobacterium tuberculosis non-replicating, growth inhibition; higher % means a stronger effect; in the data active = a potency from the dose series; inconclusive = inhibition mostly from about 82% at the one dose, without a potency; inactive = the rest, 99 in 100 with inhibition below about 76%;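 note: plate controls were DMSO cells for no effect and high antibiotic wells for full effect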
# Salmonella PhoP GFP: PhoP regulon inhibitors, Salmonella typhi PhoP promoter GFP reporter, confirmatory (AID 1850). Salmonella Typhi PhoP-promoter GFP reporter, fluorescence, 4 h; higher % means a stronger effect. one-dose inhibition, % at 50 µM; IC50 in µM for titrated hits. 310,000 compounds, 0.33% hits; in the data active = a potency from the dose series; inconclusive = inhibition mostly from about 25% at the one dose, without a potency; inactive = the rest, 99 in 100 with inhibition below about 19%;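 note: 0% = induced wells with vehicle and 100% = uninduced wells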
# M. tuberculosis HTS: M. tuberculosis growth inhibition, HTS (AID 449762); inhibition, % at 25 µM, or IC50 in µM where a hit was titrated; M. tuberculosis H37Rv growth inhibition, 7H9 media; higher % means a stronger effect; 330,000 compounds, 0.59% hits; in the data active = a potency from the dose series; inconclusive = inhibition above about 70% without an active follow-up result;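 note: bacterial growth assessed after seven days of incubation; strong numbers were not always called active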
# inhibitors of VEEV 10K pilot screen: also measured in inhibitors of VEEV; calls as there; inhibition, %; measured here: 10K pilot screen inhibition
# * marks the source's active call; other numbers are inactive results; i = inactive; ? = inconclusive; nt = not tested or not shown.
SMILES,influenza NS1A,inhibitors of VEEV,M. tuberculosis,Salmonella PhoP GFP,M. tuberculosis HTS,others
Cc1ccc2c(c1)CCCN2N=O,4.8%,i,-19.9%,2.3%,-2.4%,
O=C(COC(=O)Cc1ccc(Cl)cc1)NCc1ccco1,2.4%,0.3%,56.6%,nt,2.3%,
CC1CCN(C(=S)c2ccccc2O)CC1,0.7%,3.4%,68.7%,-5.6%,-5.6%,
CCOc1ccc(N(Cc2ccc(OC)c(OC)c2)C(=O)c2ccco2)cc1,6.8%,i,8.0%,3.6%,-3.2%,
c1ccc(Cc2cc[n+](Cc3ccccn3)cc2)cc1,0.5%,i,3.0%,1.3%,-1.1%,
CCN(C(=O)CSc1nnc(C(C)N(C)C)n1-c1ccc(F)cc1)C1CCS(=O)(=O)C1 (stereo not drawn),-7.3%,i,28.1%,nt,-2.1%,
COCC(C)NC(=O)C1CC(=O)N(c2ccc(C)cc2)C1 (stereo not drawn),18.1%,6.7%,-20.4%,-3.4%,-0.3%,
CC(=O)NC(CC(=O)Nc1nccs1)c1ccccc1 (stereo not drawn),-16.0%,3.9%,4.3%,4.1%,0.0%,
CN1CCN(S(=O)C23CC4CC(CC(C4)C2)C3)CC1 (stereo not drawn),0.0%,i,9.5%,-6.0%,-1.8%,
COc1ccc(C2=NS(=O)(=O)N(C)C(C(=O)NC3CCCC3)=C2)cc1,-3.8%,0.4%,5.6%,2.8%,6.1%,inhibitors of VEEV 10K pilot screen=0.8
CCOC(=O)c1[nH]c(C)c(C(=O)OCC(=O)NCc2ccc(OC)cc2)c1C,-8.2%,11.3%,4.3%,nt,-7.1%,
CCCc1ccc2oc(C(=O)NCCN3CCCC(O)C3)c(C)c2c1 (stereo not drawn),0.1%,6.6%,nt,nt,nt,
O=C(NC1CCCCC1)c1ccc(S(=O)(=O)NCc2cccnc2)cc1,8.3%,0.7%,27.5%,34.3%,9.9%,
CC(C)N(Cc1ccccc1)C(=O)COc1ccccc1,-4.1%,i,-0.7%,3.8%,1.8%,
COc1ccc(S(=O)(=O)NCc2ccc(C(=O)O)cc2)cc1,-1.0%,i,-18.6%,-22.0%,-6.4%,
CCSc1nc2c([nH]1)c(=O)n(C)c(=S)n2C,-13.7%,1.0%,nt,nt,nt,
O=C(CCCN1CCC(O)(c2ccc(Br)cc2)CC1)c1ccc(F)cc1,-1.4%,i,24.4%,-2.7%,1.3%,
COc1ccc(CC(NC(C)=O)C(=O)N2CCN(C(=O)N(C(C)C)C(C)C)CC2)cc1 (stereo not drawn),18.2%,3.2%,-3.1%,-11.5%,1.0%,
O=C(Cn1c(=O)oc2cccnc21)Nc1ccccc1Oc1ccc(Cl)cc1Cl,nt,nt,10.8%,3.0%,5.8%,
CCC(=O)Nc1nc(C)c(-c2csc(Nc3ccc(C(=O)O)cc3)n2)s1,-15.8%,i,nt,nt,nt,
CCOc1cccc(/C=N/NC(=O)c2cccnc2)c1O,15.5µM*,10.9%,-6.5%,-1.6%,10.5%,
COc1ccc(NC(=O)CNS(=O)(=O)c2ccc3nc(C)sc3c2)c(OC)c1,-0.2%,4.2%,-5.5%,-4.2%,-5.7%,
O=c1cc(-c2ccc(O)cc2)oc2c(-c3c(O)cc(O)c4c(=O)cc(-c5ccc(O)cc5)oc34)c(O)cc(O)c12,0.6%,0.2%,10.9%,nt,4.6%,
COc1ccc(NC(=O)C(CCSC)NC(N)=O)cc1Cl (stereo not drawn),-1.5%,0.2%,-11.9%,11.8%,-6.3%,
CCN(CC)CCCN(CC(=O)N(C)Cc1ccccc1)C(=O)c1ccc([N+](=O)[O-])cc1,-16.9%,0.4%,-10.2%,2.4%,-2.7%,
O=C(NCc1nnnn1-c1ccc(F)c(F)c1)C(=O)c1c[nH]c2ccccc12,-6.1%,11.5%,8.0%,7.1%,1.8%,
Cn1c(=O)n(C)c2cc(S(=O)(=O)NCC(=O)O)ccc21,2.8%,0.3%,-3.7%,3.4%,-0.1%,
Cc1nn(Cc2cccc(C(=O)Nn3cc([N+](=O)[O-])cn3)c2)c(C)c1[N+](=O)[O-],-4.2%,4.4%,-3.3%,-3.9%,10.2%,
COc1cc(Oc2ccccc2)nc(N)n1,10.5%,i,8.3%,11.5%,6.7%,
COc1ccc(-n2c(SCC(=O)Nc3nccs3)nc3c(c2=O)SC(C)C3)cc1 (stereo not drawn),-1.8%,7.0%,-8.7%,4.2%,-12.0%,

# The closing two compounds of the section above are carried over, then new ones follow:
SMILES,influenza NS1A,inhibitors of VEEV,M. tuberculosis,Salmonella PhoP GFP,M. tuberculosis HTS,others
COc1cc(Oc2ccccc2)nc(N)n1,10.5%,i,8.3%,11.5%,6.7%,
COc1ccc(-n2c(SCC(=O)Nc3nccs3)nc3c(c2=O)SC(C)C3)cc1 (stereo not drawn),-1.8%,7.0%,-8.7%,4.2%,-12.0%,
CC/C(C)=N\Nc1nc(-c2cc3cc(OC)ccc3oc2=O)cs1,-7.0%,10.3%,-11.7%,-0.9%,-3.7%,
CCC/C(O)=N\S(=O)(=O)c1ccc(N=NN(C)C)cc1,7.4%,0.0%,-5.1%,-13.0%,-4.9%,
COc1ccc(S(=O)(=O)N2CCN(c3ccccn3)CC2)cc1OC,5.6%,0.5%,-1.4%,-0.2%,-4.0%,
CC(C)CNC(=O)C(=O)NCC1CCCN1S(=O)(=O)c1cccs1 (stereo not drawn),-5.0%,1.9%,-4.8%,-2.1%,-5.9%,
COCCCNC(=O)c1ccc2c(c1)OCO2,1.4%,4.6%,-0.4%,1.2%,-0.4%,
Cc1cc(C)n(C(=O)CNC(=O)c2ccccc2Br)n1,1.1%,1.6%,-3.2%,-1.5%,8.5%,
CCCOc1ccc(Br)cc1/C=N/NC(=O)c1cc(OC)c(OC)c(OC)c1,-1.0%,0.1%,-9.3%,3.5%,-0.7%,
COc1ccc2ccc(=O)oc2c1CC=C(C)C,-0.4%,i,2.3%,13.9%,-1.8%,
CS(=O)(=O)c1ccccc1-c1nc(-c2ccc(C(F)(F)F)cc2)no1,-16.7%,3.7%,19.6%,1.8%,6.3%,
Cc1csc(SCC(=O)NCc2ccc3c(c2)OCO3)n1,-12.7%,0.5%,15.0%,13.6%,11.0%,
Cc1ccc(N2CCN(C(=O)c3cccs3)CC2)cc1C,1.4%,1.3%,18.3%,10.5%,-4.1%,
CCCCCc1c(O)nc(SCC(=O)NCC2CCCO2)[nH]c1=O (stereo not drawn),6.5%,0.3%,0.0%,-6.4%,3.5%,
COc1ccc(-c2cc(=O)oc3c(C)c(OCC(=O)Nc4cccnc4)ccc23)cc1,6.5%,4.2%,4.2%,2.1%,13.5%,
CCC1C=CC=CC[C@H](C)[C@@H](O)[C@](C)(O)C(=O)[C@@H](C)[C@H](O)[C@@H](C)C(=O)[C@H](C)[C@@H](O)[C@H](C)C=CC(=O)OC2[C@@H](C)C(CC1)OC1(CC[C@@H](C)C(C[C@H](C)O)O1)[C@@H]2C (stereo partly drawn),nt,nt,74.0%,1.8%,?,
c1ccc(-c2ccc(-c3n(-c4ccccn4)c4ccccc4[n+]3-c3ccccn3)cc2)cc1,1.2%,8.0%,nt,nt,nt,
COCCCNC(=S)Nc1cccc(SC)c1,2.8%,0.3%,43.3%,-4.2%,3.2%,
O=C(O)/C=C\C(=O)Nc1ccccc1C#Cc1ccc(Br)cc1,-0.8%,4.9%,?,-6.5%,-3.1%,
Cc1ccc(OCCNC(=O)c2ccc3c(c2)OCO3)cc1,-3.5%,4.9%,27.1%,-7.5%,10.0%,
COc1ccc(OC)c(CNS(=O)(=O)c2cn(C)cn2)c1,-2.3%,1.1%,4.2%,-30.8%,5.0%,
C=CCN(C(=O)CN1CCOCC1)c1nc(C)c(-c2ccccc2)s1,-13.1%,4.7%,7.6%,4.5%,-3.2%,
NC(=O)C1(c2ccccc2)CCOCC1,4.7%,1.5%,-14.9%,6.4%,-8.5%,
Cc1cc(OCC(=O)Nn2cnnc2)c(C)cc1Br,-21.7%,1.1%,16.7%,-5.8%,1.0%,
CCn1c(O)c(N=NC(=O)c2cccnc2)c2cc(Br)ccc21,13.4%,1.5%,19.2%,22.3%,7.9%,
Cc1cc(C)cc(NC(=O)CSc2nnc(-c3ccccc3)n2N)c1,2.4%,0.2%,19.4%,-0.7%,-12.7%,
COC(=O)c1cn(NC(=O)Cc2cccc(OC)c2)c(=O)c2ccccc12,-1.3%,i,5.8%,-7.2%,0.6%,
Cc1ccsc1/C=N/n1c(-c2cccnc2)n[nH]c1=S,3.5%,i,4.8%,-4.8%,-2.8%,
O=S(=O)(N(Cc1ccccc1)[C@@H](CO)Cc1ccccc1)N(Cc1ccccc1)[C@@H](CO)Cc1ccccc1,-19.8%,1.1%,2.7%,nt,6.5%,
C[N+]1(CCCCSc2ccc(O)cc2)CCCCC1,-20.1%,i,-13.2%,10.4%,-8.5%,
O=C(CSc1cnc2ccccc2n1)NC1CCCC1,-1.8%,i,50.8%,-2.5%,14.3%,
O=C(NC(Oc1ccccc1)C(Cl)(Cl)Cl)c1ccccc1 (stereo not drawn),-0.1%,3.4%,-5.3%,-5.4%,14.6%,
O=C(c1cc2cc(Br)ccc2o1)N1CCCCC1,2.1%,0.1%,79.0%,-2.2%,7.8%,
Cc1oc2cc(O)ccc2c(=O)c1-c1ccccc1,7.6%,i,36.7%,0.1%,10.1%,
O=C(Nc1cc(C(F)(F)F)ccc1N1CCCC1)C1CCCO1 (stereo not drawn),-2.4%,i,10.8%,nt,3.0%,
Cn1cc(S(=O)(=O)N2CCOCC2)cc1C(=O)Nc1ccc(Cl)cc1,-11.0%,0.8%,6.3%,-10.1%,-7.0%,

# Of the compounds above, 14 have four or more nitrogen atoms.
SMILES,influenza NS1A,inhibitors of VEEV,M. tuberculosis,Salmonella PhoP GFP,M. tuberculosis HTS,others
CCN(C(=O)CSc1nnc(C(C)N(C)C)n1-c1ccc(F)cc1)C1CCS(=O)(=O)C1 (stereo not drawn),-7.3%,i,28.1%,nt,-2.1%,
CCSc1nc2c([nH]1)c(=O)n(C)c(=S)n2C,-13.7%,1.0%,nt,nt,nt,
COc1ccc(CC(NC(C)=O)C(=O)N2CCN(C(=O)N(C(C)C)C(C)C)CC2)cc1 (stereo not drawn),18.2%,3.2%,-3.1%,-11.5%,1.0%,
CCC(=O)Nc1nc(C)c(-c2csc(Nc3ccc(C(=O)O)cc3)n2)s1,-15.8%,i,nt,nt,nt,
CCN(CC)CCCN(CC(=O)N(C)Cc1ccccc1)C(=O)c1ccc([N+](=O)[O-])cc1,-16.9%,0.4%,-10.2%,2.4%,-2.7%,
O=C(NCc1nnnn1-c1ccc(F)c(F)c1)C(=O)c1c[nH]c2ccccc12,-6.1%,11.5%,8.0%,7.1%,1.8%,
Cc1nn(Cc2cccc(C(=O)Nn3cc([N+](=O)[O-])cn3)c2)c(C)c1[N+](=O)[O-],-4.2%,4.4%,-3.3%,-3.9%,10.2%,
COc1ccc(-n2c(SCC(=O)Nc3nccs3)nc3c(c2=O)SC(C)C3)cc1 (stereo not drawn),-1.8%,7.0%,-8.7%,4.2%,-12.0%,
CCC/C(O)=N\S(=O)(=O)c1ccc(N=NN(C)C)cc1,7.4%,0.0%,-5.1%,-13.0%,-4.9%,
c1ccc(-c2ccc(-c3n(-c4ccccn4)c4ccccc4[n+]3-c3ccccn3)cc2)cc1,1.2%,8.0%,nt,nt,nt,
Cc1cc(OCC(=O)Nn2cnnc2)c(C)cc1Br,-21.7%,1.1%,16.7%,-5.8%,1.0%,
CCn1c(O)c(N=NC(=O)c2cccnc2)c2cc(Br)ccc21,13.4%,1.5%,19.2%,22.3%,7.9%,
Cc1cc(C)cc(NC(=O)CSc2nnc(-c3ccccc3)n2N)c1,2.4%,0.2%,19.4%,-0.7%,-12.7%,
Cc1ccsc1/C=N/n1c(-c2cccnc2)n[nH]c1=S,3.5%,i,4.8%,-4.8%,-2.8%,

# Screening data as filed in PubChem.
